Compound activity as filed in PubChem BioAssay.
AddAB inh = growth inhibition of E. coli expressing H. pylori AddAB, primary screen, AddAB inhibitor project, absorbance; inhibition, % at 11.9 µM; 330,000 tested, 0.29% active; AID 435030, 2010; in the data active means inhibition above about 12%;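 further: 0% = vehicle wells of infected cells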
E coli growth = E. coli V3065 growth inhibition, primary screen, counter-screen for AddAB inhibitor project, absorbance, OD600; inhibition, % at 11.9 µM; 18 h; 330,000 tested, 0.27% active; AID 449728, 2010;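 active means inhibition above the campaign's mean inhibition across all tested compounds plus 3 SD, cut at about 9.9% in these data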;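 further: uninfected addAB+ strain grown without phage in ampicillin broth; 0% = DMSO wells and 100% = ciprofloxacin 0.95 µg/ml wells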
CAL PDZ FP-1 = CAL PDZ peptide-binding inhibitors, primary screen, biochemical, fluorescence polarization, Cer-tagged CAL PDZ, HTS; AID 504414, 2011; 330,000 tested, 0.02% active; Golgi-associated PDZ and coiled-coil motif-containing protein (Homo sapiens), Q9HD26; inhibition, % at 20 µM; purified CAL PDZ, TMR-peptide fluorescence polarization, 1 h;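 active means highest replicate inhibition of at least 40%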;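 further: plate controls were DMSO neutral control wells for no effect and unlabeled competitor peptide control wells for full effect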
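System: tagged CAL PDZ domain. Schedule: 1 h room-temperature incubation prior to read. Signal: fluorescence polarization (mP). Measure: percent inhibition from loss of millipolarization.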
SR-BI uptake up = activators of SR-BI mediated DiI-HDL uptake, primary screen, ldlA[mSR-BI] CHO cells, DiI fluorescence; 3 h; 100 = double the neutral-control signal; activation, % at 12.5 µM; 320,000 tested, 0.096% active; AID 504775, 2011;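 active means mean replicate activation of at least 60% and every replicate at or above 60%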;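 further: 0% = median plate neutral-control signal and 100% = twice that signal; values of inactives mirror those of a sister screen read the other way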
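Test system: SR-BI-overexpressing, LDLR-lacking CHO cells; Also added: labelled HDL, 10 µg/mL; Measured by: bottom-read cell fluorescence after medium removal, ex 550/em 595 nm; Timing: 3 h uptake period with compound, 37 °C; Buffer or medium: F12, 0.5% BSA, 25 mM HEPES; Doses: single compound concentration, delivered by pin transfer.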
phage Ecoli inh = growth loss of phage-infected E. coli, primary screen, RecBCD inhibitor project, absorbance, with phage, HTS; inhibition, % at 11.9 µM; 360,000 tested, 0.26% active; AID 651602, 2012; in the data active means inhibition above about 11%
CAL PDZ FP-2 = untagged CAL PDZ binding inhibitors, primary screen, biochemical, fluorescence polarization, HTS | inhibition, % at 24.9 µM | AID 602252, 2012 | 300,000 tested, 0.92% active | purified CAL PDZ, TMR-peptide fluorescence polarization, 1 h;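 active means mean inhibition of at least 30% with at least half of replicates also reaching 30%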;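 further: 0% = DMSO neutral control and 100% = excess unlabeled competitor peptide PRC23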
MITF act = activators of MITF-driven TRPM1 promoter reporter, primary screen, cell-based, SK-MEL-5, luciferase, single point. activation, % at 12.5 µM. 300,000 tested, 0.75% active. SK-MEL-5 TRPM1-promoter luciferase, 24 h; % of positive control, neutral wells = 0;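 active means mean activation of at least 80% with every replicate also reaching 80%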;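 further: 0% = neutral control wells and 100% = parthenolide positive control wells; values of inactives mirror those of a sister screen read the other way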
Tat transport = E. coli Tat export inhibitors, primary screen, MC4100, TorA-mCherry reporter, fluorescence, single point; inhibition, % at 10 µM; 340,000 tested, 0.036% active;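 active means mean replicate inhibition at least 50% and at least half of replicates individually reaching 50%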;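 further: exported cargo escapes ClpAP degradation while cytoplasmic cargo is degraded and loses fluorescence; 0% = median of neutral control wells and 100% = median of NaSCN control wells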
Wnt bcat act = Wnt/beta-catenin pathway activators, primary screen, cell-based, plate reader, single point; Wnt/beta-catenin reporter cell assay, activator; activation, % at 9.35 µM; 300,000 tested, 1.2% active; AID 743398, 2014; in the data active means activation above about 30%, passing the limit was not always enough;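 further: 0% = neutral control wells and 100% = positive control wells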
SR-BI DiI inh = inhibitors of SR-BI mediated HDL lipid uptake, primary screen, ldlA[mSR-BI] cells, fluorescence, single point | AID 488896, 2010 | 320,000 tested, 0.96% active | ldlA[mSR-BI] CHO cells, DiI-HDL uptake fluorescence, 3 h | inhibition, % at 12.5 µM;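 active means mean replicate inhibition of at least 70% and a set share of replicates each scoring 70 or more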;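 further: 0% = median of neutral control wells and 100% = median of positive control wells; values of inactives mirror those of a sister screen read the other way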
Target sequence (Q61009 whole entry, looked up): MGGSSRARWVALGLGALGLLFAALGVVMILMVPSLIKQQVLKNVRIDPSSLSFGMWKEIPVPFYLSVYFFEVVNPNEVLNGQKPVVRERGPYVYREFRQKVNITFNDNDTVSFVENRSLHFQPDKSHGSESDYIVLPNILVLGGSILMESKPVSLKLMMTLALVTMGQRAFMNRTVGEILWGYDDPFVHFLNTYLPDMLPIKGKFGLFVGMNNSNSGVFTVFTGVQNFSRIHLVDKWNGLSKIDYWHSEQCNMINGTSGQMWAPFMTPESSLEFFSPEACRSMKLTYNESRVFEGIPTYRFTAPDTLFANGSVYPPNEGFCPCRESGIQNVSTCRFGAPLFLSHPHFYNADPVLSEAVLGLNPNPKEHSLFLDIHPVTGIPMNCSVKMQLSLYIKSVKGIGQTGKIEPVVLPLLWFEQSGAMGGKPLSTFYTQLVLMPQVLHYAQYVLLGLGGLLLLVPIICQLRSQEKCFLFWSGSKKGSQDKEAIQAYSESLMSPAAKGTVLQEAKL
The depositor's hits bear a star; / = not tested or not shown.

SMILES	AddAB inh	E coli growth	CAL PDZ FP-1	SR-BI uptake up	phage Ecoli inh	CAL PDZ FP-2	MITF act	Tat transport	Wnt bcat act	SR-BI DiI inh
CCCCn1c(SCC(=O)c2ccccc2)nc2c1c(=O)[nH]c(=O)n2C	0.9	0.2	-2.1	/	-0.4	4	-8	0	0	/
COc1ccc(CC(=O)Nc2cc(C)ccc2O)cc1OC	-0.9	4.7	-2.7	14	1.8	-5	3	5	-4	-14
CC(c1ccccc1)N1C(=O)c2cccnc2C1=O (stereo not drawn)	2.5	-0.2	0.4	-4	3.8	/	2	4	0	4
CC(=O)N1CC(C)Oc2ccc(S(=O)(=O)NC(CC(=O)O)c3cc(C)ccc3C)cc21 (stereo not drawn)	-2.6	-3.6	-2.4	32	1.0	-3	-6	-9	-1	-32
COc1ccc(/C=C(/NC(=O)c2ccccc2)C(=O)N2CCCC2)cc1	0.2	1.4	-2.4	-4	-1.2	-1	-2	13	-3	4
CCOC(=O)c1cnn(-c2nc(OCC)cc(OCC)n2)c1C	-2.7	-1.8	-0.8	-45	1.7	/	1	-1	-1	45
N#CCSc1nnc2c(Cl)cc(Cl)cn12	1.4	0.1	1.4	5	1.2	2	1	-13	/	-5
O=C(COC(=O)/C=C/c1cccc(Br)c1)Nc1cccc(S(=O)(=O)NC2=NCCC2)c1	1.4	-2.2	0.1	13	1.2	/	-4	-2	-2	-13
COc1ccc(C(=O)CN2C(=O)C(C)(C)Oc3ccc(C(=O)N4CCCCCC4)cc32)cc1	2.9	0.4	/	7	2.5	-1	1	-2	-6	-7
CCOC(=O)c1ccc(NC(=O)CN2CCN(C(=O)C3CCCO3)CC2)cc1 (stereo not drawn)	-0.3	-1.2	-2.2	22	1.3	-2	7	-6	-1	-22
O=C(COC(=O)c1ccccn1)Nc1ccc2c(c1)OCCO2	0.5	-1.3	-0.6	1	1.5	56*	-2	0	2	-1
CCOc1ccc(C(=O)NC2CC3CCCC(C2)N3CC(C)C)cc1 (stereo not drawn)	1.4	-1.8	-0.6	9	2.7	8	-3	5	-1	-9
COc1ccc(C(=O)Nc2nnc(SCC(=O)NCc3ccco3)s2)cc1OC	2.3	-0.9	-0.9	-7	3.6	-4	5	-15	-2	7
COCc1ccc(CN2CCc3c([nH]c4ccccc34)C2CC(C)C)o1 (stereo not drawn)	5.5	-1.4	-1.2	-18	1.1	-3	-25	0	0	18
COc1ccc(CCN2C(=O)CC(N3CCN(C/C=C/c4ccccc4)CC3)C2=O)cc1OC (stereo not drawn)	1.3	0.3	-0.6	-21	0.7	-2	/	5	-3	21
O=S(=O)(NCC1CCCO1)c1ccc(S(=O)(=O)N2CCc3ccccc3C2)cc1 (stereo not drawn)	1.1	-1.6	-2.4	0	0.1	-2	2	2	-4	0
C/C(CCC1CC(C)OC1=O)=N/Nc1nc(-c2ccccc2)cs1 (stereo not drawn)	0.8	-0.8	1.3	-22	1.0	-1	-2	1	/	22
O=C(NC(NNc1ccc([N+](=O)[O-])cc1)(C(F)(F)F)C(F)(F)F)c1ccc(Cl)cc1	2.3	0.3	0.4	6	6.4	1	-1	4	5	-6
CCCOc1ccc(S(=O)(=O)NCCCN2CCOCC2)c2ccccc12	3.1	0.3	-1.2	-9	2.9	/	/	6	0	9
O=C1c2ccccc2C(Nc2ccc(F)cc2F)N1CCN1CCOCC1 (stereo not drawn)	0.3	-1.3	-1.3	-1	-0.5	-3	/	-4	-1	1
COc1cc(NC(=O)Cc2ccc(Cl)cc2)ccc1NC(=O)c1ccco1	-0.1	-2.7	-2.3	-51	1.0	-6	12	1	2	51
O=C(CSc1ccccc1C(=O)O)c1ccc([N+](=O)[O-])cc1	2.6	3.2	-1.7	1	3.3	-1	-14	6	-1	-1
COC(=O)CCC(NC(=O)c1cc(-c2ccc3c(c2)OCCO3)oc1C)C(=O)OC (stereo not drawn)	1.0	2.6	0.1	-26	3.0	-1	12	-7	-5	26
O=C(Nc1nnc(CCc2ccccc2)s1)c1ccco1	1.1	0.9	-2.3	12	2.2	-2	22	0	12	-12
Cc1ccsc1/C=N/NC(=O)CO	2.4	1.5	-0.2	44	2.9	1	-12	-2	19	-44

The list continues:
SMILES	AddAB inh	E coli growth	CAL PDZ FP-1	SR-BI uptake up	phage Ecoli inh	CAL PDZ FP-2	MITF act	Tat transport	Wnt bcat act	SR-BI DiI inh
O=c1cc(-c2ccccc2)nc2c(-c3ccccc3)c(C(F)(F)F)[nH]n12	3.1	-1.1	/	/	-0.2	/	/	/	-4	/
O=C(CNC(=O)c1ccc(F)cc1)N/N=C/c1cn[nH]c1-c1ccccc1	1.3	0.0	-3.0	-13	4.6	-5	9	-17	-3	13
Cn1cc(SCC(=O)N2CCN(c3ccccc3)CC2)c2ccccc21	-1.1	-2.3	-0.7	-2	2.2	1	-2	-1	-12	2
CC(C)c1ccc2oc(=O)cc(CN3CCN(c4ccc(F)cc4)CC3)c2c1	0.6	0.9	0.3	-43	4.1	/	/	0	-4	43
CCCNC(=O)c1ccc(N(Cc2ccccc2)S(C)(=O)=O)cc1	0.4	0.6	-1.3	-29	1.6	/	-7	1	-2	29
O=C(Nc1ccc2ccccc2c1)c1ccccc1[N+](=O)[O-]	/	/	-1.8	-45	0.8	-4	32	5	24	45
CCCN1CCC(NC(=S)Nc2cccc(Cl)c2Cl)CC1	-0.7	0.4	-1.2	-51	5.2	/	-2	7	-2	51
O=C(Nc1ccc2c(c1)OCO2)c1cc(C2CC2)on1	1.5	1.8	-1.3	0	2.2	-2	/	-2	1	0
O=C(CCc1ccc(S(=O)(=O)NC2CCCCC2)cc1)NCc1cccnc1	0.7	-2.0	0.1	-3	4.5	/	5	2	-1	3
c1ccc(COc2ccc(OCCCCN3CCCC3)cc2)cc1	1.3	-1.9	-2.2	-7	1.5	-10	7	3	19	7
CCc1ccc(NC(=O)CSc2nnc(-c3cnccn3)n2Cc2ccco2)cc1	1.1	-1.2	-1.0	-8	4.0	-3	/	4	-11	8
O=C(COc1ccc(S(=O)(=O)N2CCOCC2)cc1)Nc1ccc(Br)cc1	2.5	0.1	-1.6	-14	3.6	/	3	7	-6	14
N/C(=N\N=C\c1ccc2c(c1)OCO2)c1nonc1N	4.5	-1.3	-3.8	-6	1.7	-1	11	-6	1	6
COc1ccc(C2(C(=O)NCC3CCCO3)CCOCC2)cc1 (stereo not drawn)	-0.8	-1.3	-2.2	20	0.2	-1	6	-3	3	-20
O=C(CSc1n[nH]c(-c2ccncc2)n1)Nc1ccc(F)cc1	1.0	-0.7	-3.3	/	-0.6	-10	-6	-5	-1	/
O=C(NCc1ccco1)c1ccc(COCC(F)(F)F)cc1	-0.7	-0.2	-1.1	-15	1.2	/	-25	7	/	15
Cc1ccc(S(=O)(=O)N/N=C/c2ccc(OCC(=O)NC(C)C)cc2)cc1	2.0	-0.6	0.0	18	1.7	-1	10	-10	/	-18
CC(NS(=O)(=O)c1cc(C(F)(F)F)ccc1Cl)C(=O)N(C)C1CCN(C)CC1 (stereo not drawn)	-2.5	-1.2	-3.1	20	1.8	-21	/	-7	19	-20
Cc1ccc(S(=O)(=O)NCCN2CCOCC2)s1	2.5	2.7	-0.8	17	-2.1	-9	11	-4	-1	-17
COc1cc(/C=C/C(=O)O)cc(S(=O)(=O)NCC2CCCO2)c1OC (stereo not drawn)	2.6	2.8	-0.4	-12	-0.2	-1	0	0	0	12
CC(C)N(C(=O)CSc1ncnc2sc(-c3ccccc3)cc12)C(C)C	0.5	1.0	-0.9	-11	2.8	1	35	2	/	11
COc1cc(OC)cc(OCC(O)Cn2cnc3cc(C)c(C)cc32)c1 (stereo not drawn)	1.6	-0.5	-1.3	/	1.3	/	-20	-12	-2	/
O=C(Nc1ccccc1)c1cccc(S(=O)(=O)Nc2ccccn2)c1	0.3	-0.9	-1.0	22	2.6	-5	8	2	/	-22
CCOC(=O)c1cnc(SCc2ccccc2)nc1N	3.7	5.7	-2.7	2	0.6	-1	107*	4	/	-2
Clc1ccc2c(NCc3cccs3)ncnc2c1	0.6	-1.0	-4.2	-30	4.9	-1	-19	-8	-1	30
COc1ccc(NC(=O)CN(C)C(=O)c2cccc(S(=O)(=O)N3CCCc4ccccc43)c2)cc1	0.7	0.3	-2.9	-39	0.8	-2	-3	7	-4	39
CC1CCC2C(=O)N(c3cccc(C(=O)Nc4ccccc4Cl)c3)C(=O)C2C1 (stereo not drawn)	0.8	0.3	-0.7	6	-0.9	-3	-9	-10	0	-6

Part of the list above, reformatted:
Values in the order – AddAB inh	E coli growth	CAL PDZ FP-1	SR-BI uptake up	phage Ecoli inh	CAL PDZ FP-2	MITF act	Tat transport	Wnt bcat act	SR-BI DiI inh
c1ccc(COc2ccc(OCCCCN3CCCC3)cc2)cc1
  1.3	-1.9	-2.2	-7	1.5	-10	7	3	19	7
CCc1ccc(NC(=O)CSc2nnc(-c3cnccn3)n2Cc2ccco2)cc1
  1.1	-1.2	-1.0	-8	4.0	-3	/	4	-11	8

Looked up above.
O=c1cc(-c2ccccc2)nc2c(-c3ccccc3)c(C(F)(F)F)[nH]n12 in Wnt bcat act → -4
O=C(NCc1ccco1)c1ccc(COCC(F)(F)F)cc1 in CAL PDZ FP-1 → -1.1

Compound profiles (already shown).
c1ccc(COc2ccc(OCCCCN3CCCC3)cc2)cc1 across the screens: AddAB inh = 1.3; E coli growth = -1.9; CAL PDZ FP-1 = -2.2; SR-BI uptake up = -7; phage Ecoli inh = 1.5; CAL PDZ FP-2 = -10; MITF act = 7; Tat transport = 3; Wnt bcat act = 19; SR-BI DiI inh = 7
COc1ccc(C2(C(=O)NCC3CCCO3)CCOCC2)cc1 (stereo not drawn) across the screens: AddAB inh = -0.8; E coli growth = -1.3; CAL PDZ FP-1 = -2.2; SR-BI uptake up = 20; phage Ecoli inh = 0.2; CAL PDZ FP-2 = -1; MITF act = 6; Tat transport = -3; Wnt bcat act = 3; SR-BI DiI inh = -20
Cn1cc(SCC(=O)N2CCN(c3ccccc3)CC2)c2ccccc21 across the screens: AddAB inh = -1.1; E coli growth = -2.3; CAL PDZ FP-1 = -0.7; SR-BI uptake up = -2; phage Ecoli inh = 2.2; CAL PDZ FP-2 = 1; MITF act = -2; Tat transport = -1; Wnt bcat act = -12; SR-BI DiI inh = 2
